# KCNH2 3.1 block: KCNH2 3.1 (human) potassium channel inhibition; U2OS KCNH2 3.1, thallium flux FluxOr; active compounds read low; activity change, % (tested at about 1.8 µM); 340,000 tested, 0.95% active; AID 720553;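 active = maximum activity change below -70%; inconclusive = maximum activity change from -70% to -50%; inactive = maximum activity change above -50%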;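 note: thallium influx rate constant from kinetic fluorescence after stimulation buffer; % is set by controls: 0 for no effect and ±100 for the full control effect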
#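 Measured as rate of thallium-driven FluxOr signal in transduced U2OS cells carrying the 3.1 channel, read kinetically for 2 min upon stimulation; values are rate constants scaled to DMSO control wells.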
# TCR act: activators of T cell receptors; primary human leukocytes, anti-CD3, IL-2 HTRF, 48 h; Potency, µM (doses to about 9.22 µM), for inactives: at the top dose activation of IL-2 secretion, hits mostly activators; 330,000 tested, under 10 active; note: % of control where 0% means no effect
#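 IL-2 release read by HTRF sandwich (Eu cryptate donor, d2 acceptor, 665 nm emission) after 48 hr exposure of primary human leukocytes to compound together with anti-CD3 beads in the absence of co-stimulatory signals.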
# TSHR antagonist: human thyrotropin receptor antagonism | 330,000 tested, 0.2% active | TSHR-expressing cells, TSH-stimulated cAMP HTRF, 2 h; active compounds read low | activity change, negative = inhibition, % at 11.5 µM | P16473;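 active = activity change below a set negative limit, meaning inhibition stronger than a set level, cut at about -70% in these data; inconclusive = activity change between two set negative limits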; note: % is set by controls: 0 for no effect and ±100 for the full control effect
# Target sequence (P16473 whole entry, looked up): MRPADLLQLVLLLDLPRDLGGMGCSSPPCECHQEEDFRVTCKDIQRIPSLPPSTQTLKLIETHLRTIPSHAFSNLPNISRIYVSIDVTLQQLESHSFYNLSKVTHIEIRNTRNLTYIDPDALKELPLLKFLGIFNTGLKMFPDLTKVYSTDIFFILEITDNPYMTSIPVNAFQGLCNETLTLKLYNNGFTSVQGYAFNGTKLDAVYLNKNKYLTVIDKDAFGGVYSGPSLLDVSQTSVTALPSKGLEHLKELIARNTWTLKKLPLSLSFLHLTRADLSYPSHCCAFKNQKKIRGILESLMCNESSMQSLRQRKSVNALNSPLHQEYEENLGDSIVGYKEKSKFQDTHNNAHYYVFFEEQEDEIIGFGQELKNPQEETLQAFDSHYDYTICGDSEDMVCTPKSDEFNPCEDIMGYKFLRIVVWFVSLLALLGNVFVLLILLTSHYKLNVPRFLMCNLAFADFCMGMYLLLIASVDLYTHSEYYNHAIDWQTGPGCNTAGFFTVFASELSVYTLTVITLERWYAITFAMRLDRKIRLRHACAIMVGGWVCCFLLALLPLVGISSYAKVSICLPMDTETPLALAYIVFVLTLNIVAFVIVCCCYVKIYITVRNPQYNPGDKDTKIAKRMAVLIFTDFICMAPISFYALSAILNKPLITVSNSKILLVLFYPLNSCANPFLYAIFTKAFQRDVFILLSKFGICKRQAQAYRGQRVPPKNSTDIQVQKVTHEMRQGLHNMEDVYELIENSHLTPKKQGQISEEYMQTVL
#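 Read-out is FRET at 665 nm (cryptate excitation 337 nm) from a cryptate-tagged anti-cAMP antibody, competed by cell cAMP against cAMP-d2. Compounds are tested on freshly harvested TSHR cells challenged with 4nM TSH (EC80) for 2 hours at 37 deg C.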
# hERG WT inh: inhibitors of human wildtype KCNH2 potassium channel; Q12809; U2OS, BacMam KCNH2, thallium flux FluxOr; active compounds read low; activity change, % at 1.84 µM; 340,000 tested, 0.37% active;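 active = maximum activity change below -70%; inconclusive = maximum activity change between -70% and -50%; inactive = maximum activity change above -50%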; note: % is set by controls: 0 for no effect and ±100 for the full control effect
#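 U2OS cells transduced with wild-type KCNH2 virus are loaded with FluxOr dye for 45 min, and thallium flux is measured in kinetic reads before and after stimulation buffer. Rate constants are normalized to DMSO controls.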
# ELG1 repair inh: ELG1-dependent DNA repair inhibition | HEK293T ELG1-luciferase reporter, luminescence, 16 h; DNA damage induced by 5-fluorouridine | Potency, µM (series often up to 46.1 µM), without a hit: top-dose activity change, negative = inhibition, usual class: inhibitors | 330,000 tested, 2.3% active | AID 504467; note: potency is the fitted concentration of half-maximal effect; % is set by controls: 0 for no effect and ±100 for the full control effect; nearly all actives have a fitted effect of over 55% in size
#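 Luminescence from the luciferase reporter, measured 30 min after ONE-Glo reagent at room temperature, was the read-out. Beforehand, 2,000 cells per well were exposed for 16 hr at 37 °C to 5-fluorouridine together with compound or vehicle.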
# TRPV1 agonist: activates the human vanilloid receptor TRPV1. Q8NER1. TRPV1-expressing cells, Fluo-8 calcium influx, agonist mode. activation, % at 8.33 µM. 320,000 tested, 0.19% active; in the data active = activation above about 80%; inconclusive = between about 30% and that limit; note: 0% is about no effect
#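 Fluo-8 calcium influx in TRPV1-expressing cells, kinetic read (ex 480/em 520 nm). Compound added and read 3 min for agonist activity, followed by capsaicin at EC20 final and 2 min further read for enhancement.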
# Eya2 inh: Eya2 (human) phosphatase inhibition; O00167; recombinant Eya2, OMFP fluorescence dephosphorylation (OMFP is methylfluorescein phosphate); Potency, µM (titrated, usually from 76.9 µM), for the others: at the highest dose activity, negative = inhibition, actives largely listed as inhibitors; 330,000 tested, 0.006% active; AID 488837; note: potency is the fitted concentration of half-maximal effect; % is set by controls: 0 for no effect and ±100 for the full control effect
#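 Eya2 (0.2 uM) preincubated 10 min at ambient with compound, then OMFP substrate added at 50 uM; 10 min reaction in 50 mM HEPES pH 7.5, 50 mM NaCl, 5 uM MgCl2, 0.05% BSA, 1 mM DTT. Fluorescence read at Ex 485/Em 525 nm.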
# Mito fusion yeast: mitochondrial division inhibition or fusion activation. 320,000 tested, 0.23% active. S. cerevisiae fusion-defective mutant growth rescue, CellTiterGlo 48 h. Potency, µM (titrated, usually from 46.1 µM), for the others: at the top dose growth rescue (activation), actives largely listed as activators;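 note: potency is the fitted concentration of half-maximal effect; % of control where 0% means no effect; nearly all actives have a fitted effect of over 45% in size; temperature-sensitive fusion mutants such as fzo1-1 at 37 °C on non-fermentable ethanol glycerol medium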
#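 Growth-rescue viability read-out: after 48 h at the non-permissive 37C in glycerol/ethanol YPEG, yeast mitochondrial fusion mutants are measured by CellTiterGlo luminescence; compounds (23 nl pinned per well) restoring growth score as division inhibitors or fusion activators.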
# USP2a inh: blocks human ubiquitin-specific protease USP2a. 330,000 tested, 0.01% active. O75604. Potency, µM (highest dose often 38.3 µM), without a hit: top-dose activity change, negative = inhibition, actives largely listed as inhibitors. USP2 core, Ub-CHOP2 coupled fluorogenic reporter, 485/531. AID 463254;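 note: potency is the fitted concentration of half-maximal effect; plate controls were DMSO wells for no effect and full inhibition by NEM control for full effect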
#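 Deubiquitinase activity read as fluorescence (485/531 nm) after Ub-CHOP2 cleavage activates the enterokinase reporter on its substrate; USP2 core 10nM, Ub-CHOP2 and substrate 25nM each, 30min compound preincubation then 60min RT; data normalized to NEM, curves fitted.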
# A-T KAP1 phos: potential ataxia-telangiectasia treatment; […] A-T fibroblasts, KAP-1 phosphorylation AlphaLISA; neocarzinostatin DNA damage 30 min before lysis; Potency, µM (top dose mostly 57.5 µM), for the others: at the highest dose activation, most hits filed as activators; 320,000 tested, 0.19% active; note: potency is the fitted concentration of half-maximal effect; % of control where 0% means no effect; nearly all actives have a fitted effect of over 45% in size
#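 ATM-like activity read as KAP-1 phosphorylation via AlphaLISA donor/acceptor antibody pairs after lysis and 6 hr at 25C. Cells were ATM-null patient fibroblasts ([…], hTERT), dosed 60 min, then exposed to the DSB inducer NCS for 30 min.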
# * hit, by the source's call; ? = inconclusive; / = no result given; [ ] = another dose, or the depositor's remark. Unless noted, calls come from the whole dose curve; as a rule, active = well fitted curve in the direction sought with a large enough effect; inconclusive = small, poorly fitted or top-dose-only effect, or another doubt; inactive = no such curve, though single readings can be large; an effect the other way counts as inactive or inconclusive. This is a subset. The share of hits here may be higher or lower than overall.
SMILES,KCNH2 3.1 block,TCR act,TSHR antagonist,hERG WT inh,ELG1 repair inh,TRPV1 agonist,Eya2 inh,Mito fusion yeast,USP2a inh,A-T KAP1 phos
COc1cc2c(cc1OC)C(c1ccncc1)CC(=O)N2 (stereo not drawn),5,0%,23,11,16%,-1,3%,-4%,0%,/
O=C(CCSc1nnc(-c2ccco2)o1)Nc1ccc(F)cc1,16,5%,9,7,-10%,8,18%,-3%,2%,0%
O=C(Nc1cc(C(=O)N2CCCC2)ccc1N1CCCC1)C1CC1,5,-12%[46.1 µM],0,-19,23%,-1,-1%,0%,1%,/
CCOC(=O)Cn1nnnc1C,0,-2%,10,-1,-9%,2,-6%,0%,0%,4%
CCC(=O)Nc1ccc2c(c1)nc(CCN1CCCCC1)n2C,-5,-1%,1,6,11%,0,-2%,7%,1%,18%
COc1ccccc1C/C(N)=N/OC(=O)c1ccco1,19,-3%,-3,-1,12%,-1,-12%,11%,-1%,-2%[11.5 µM]
CCC1Oc2ccc(C)cc2N(CC(=O)N2CCCC2)C1=O (stereo not drawn),31,-2%,8,3,4%,3,-7%,1%,1%,2%
COC(=O)c1sccc1NC(=O)CSc1cccc(Cl)c1Cl,-19,-3%,0,-1,11%,4,4%,1%,2%,-6%
O=C(c1ccc2c(c1)OCO2)N1CCN(C(=O)c2ccco2)CC1,7,2%,16,2,7%,-4,11%,-3%,2%,4%
COc1ccc(NC(=O)c2ccc(-c3csc(C)n3)cc2)cc1,9,-18%,-3,-5,?,-1,8%,4%,0%,22%
O=C1c2cccc(Sc3ccccc3)c2C(=O)c2c(Sc3ccccc3)cccc21,11,-5%,11,0,?,-4,5%,7%,0%,12%
CC(C(=O)OCC(=O)Nc1cccc(S(=O)(=O)N2CCOCC2)c1)N1C(=O)c2ccccc2C1=O (stereo not drawn),-5,4%,3,4,8%,3,8%,-1%,2%,-4%
Cc1ccccc1NC1=C(Cl)C(=O)OC1OC(=O)c1ccccc1C (stereo not drawn),-20,10%,7,-7,0%,-4,-5%,-1%,-2%,3%
COc1ccc(N(CC(=O)Nc2cccc(C(=O)O)c2)S(=O)(=O)c2c(C)noc2C)cc1,-11,3%,18,11,-10%,1,1%,0%,3%,2%
O=C(NC(=S)Nc1ccccc1N1CCCCC1)c1ccc(F)cc1,-10,4%,2,2,3%,29,7%,-20%,4%,8%
Cc1nc2ccccc2c(=O)n1NC(=O)c1c(F)cccc1F,5,-4%,24,-9,0%,-2,12%,5%,1%,-17%
CCOc1ccc2nc(N3CCCC(C(=O)N4CCN(CC)CC4)C3)sc2c1 (stereo not drawn),-86*,-4%,14,6,?,/,-12%,-3%,1%,-10%
Cc1ccc(/C=C/C(=O)OCC(=O)NC(=O)NCc2ccco2)cc1,3,8%,3,-5,-4%,0,12%,0%,1%,0%
COc1ccc(Cl)cc1N(CC(=O)NCCSCc1ccccc1)S(C)(=O)=O,-3,/,4,3,-4%,3,-7%,2%,3%,-8%
CC1CCCC(NC(=O)C2CCN(S(=O)(=O)c3cnc[nH]3)CC2)C1C (stereo not drawn),-5,1%,2,1,-4%,-1,3%,-1%,2%,2%

# Ordered by number of heavy atoms (lowest first): some entries from above.
SMILES,KCNH2 3.1 block,TCR act,TSHR antagonist,hERG WT inh,ELG1 repair inh,TRPV1 agonist,Eya2 inh,Mito fusion yeast,USP2a inh,A-T KAP1 phos
CCOC(=O)Cn1nnnc1C,0,-2%,10,-1,-9%,2,-6%,0%,0%,4%
COc1ccccc1C/C(N)=N/OC(=O)c1ccco1,19,-3%,-3,-1,12%,-1,-12%,11%,-1%,-2%[11.5 µM]
COc1cc2c(cc1OC)C(c1ccncc1)CC(=O)N2 (stereo not drawn),5,0%,23,11,16%,-1,3%,-4%,0%,/
CCC1Oc2ccc(C)cc2N(CC(=O)N2CCCC2)C1=O (stereo not drawn),31,-2%,8,3,4%,3,-7%,1%,1%,2%
O=C(CCSc1nnc(-c2ccco2)o1)Nc1ccc(F)cc1,16,5%,9,7,-10%,8,18%,-3%,2%,0%
O=C(c1ccc2c(c1)OCO2)N1CCN(C(=O)c2ccco2)CC1,7,2%,16,2,7%,-4,11%,-3%,2%,4%
Cc1ccccc1NC1=C(Cl)C(=O)OC1OC(=O)c1ccccc1C (stereo not drawn),-20,10%,7,-7,0%,-4,-5%,-1%,-2%,3%
COc1ccc(Cl)cc1N(CC(=O)NCCSCc1ccccc1)S(C)(=O)=O,-3,/,4,3,-4%,3,-7%,2%,3%,-8%
O=C1c2cccc(Sc3ccccc3)c2C(=O)c2c(Sc3ccccc3)cccc21,11,-5%,11,0,?,-4,5%,7%,0%,12%
COc1ccc(N(CC(=O)Nc2cccc(C(=O)O)c2)S(=O)(=O)c2c(C)noc2C)cc1,-11,3%,18,11,-10%,1,1%,0%,3%,2%
CC(C(=O)OCC(=O)Nc1cccc(S(=O)(=O)N2CCOCC2)c1)N1C(=O)c2ccccc2C1=O (stereo not drawn),-5,4%,3,4,8%,3,8%,-1%,2%,-4%

# Additional results follow.
SMILES,KCNH2 3.1 block,TCR act,TSHR antagonist,hERG WT inh,ELG1 repair inh,TRPV1 agonist,Eya2 inh,Mito fusion yeast,USP2a inh,A-T KAP1 phos
O=C(OCCN1CCOCC1)C1(c2ccccc2)CCCCC1,-4,10%,-17,2,/,/,-6%,?,/,/
CCCCNC(=O)CC1Nc2ccccc2NC1=O (stereo not drawn),1,3%,16,8,5%,4,13%,2%,3%,0%
CCOC(=O)CN1C(=O)CSc2ccc(S(=O)(=O)N3CCOCC3)cc21,4,-2%,-2,1,6%,1,8%,1%,5%,-12%
Cn1c(=O)n(CCCO)c(=O)c2c1nc1n2CCCN1Cc1ccccc1,4,7%,8,0,-7%,-1,7%,0%,-2%,4%
O=C(COc1ccc([N+](=O)[O-])cc1)Nc1ccncc1,6,0%,1,-1,-12%,20,5%,0%,0%,2%
O=C1C2C3C=CC(C3=C3CCCCC3)C2C(=O)N1Cc1ccccc1 (stereo not drawn),0,-127%,-13,-5,-27%,?,2%,14%,2%,6%
CCCCN(Cc1ccccc1)c1ncnc2nc[nH]c12,-1,-1%[46.1 µM],-70*,-10,?,-4,-2%,?,1%,0%
Cc1ccc(S(=O)(=O)Cc2ccc(C(=O)NC3CCCC3)o2)cc1,3,3%,-12,5,2%,2,-2%,-2%,-8%,0%
Cc1ccc(C(=O)Nc2nnc(S(=O)(=O)N3CCCCCC3)s2)cc1,8,-6%,-6,-3,-2%,2,4%,2%,0%,6%
O=C(c1cc(C2CC2)nn1-c1ccccc1)N1CCN(Cc2ccccc2F)CC1,-5,1%,0,-1,8%,?,5%,28%,3%,12%
CCC(NC(=O)CSc1nnnn1C1CC1)c1ccc(Br)cc1 (stereo not drawn),2,5%,3,1,15%,6,-19%,-4%,3%,8%
CCCc1cc(=O)oc2cc(OCc3cccc(OC)c3)c(Cl)cc12,-3,-6%[46.1 µM],19,-3,?,0,5%,-5%,3%,6%
Cc1ccc(C2/C(=C(/O)c3ccc(Cl)cc3)C(=O)C(=O)N2CC2CCCO2)o1 (stereo not drawn),-1,-5%,-11,-1,1%,-2,-18%,-2%,3%,-5%
CCN(CC)S(=O)(=O)c1ccc(Cc2ncc(C(F)(F)F)cc2Cl)s1,-26,-3%,-28,2,?,29,-3%,-2%,-10%,-9%
Cc1ccc(NC(=O)NCc2ccccn2)cc1Cl,9,-8%,16,-2,?,10,-8%,-5%,2%,3%
CCCCn1nnc(NC(=O)Cc2ccc(Cl)cc2)n1,-1,-5%,19,20,5%,5,-19%,1%,0%,10%
O=C(Nc1cccc(F)c1)c1cccc2c1C(=O)N(C1CCCCC1)C2,6,-3%,-3,9,16%,0,-4%,2%,0%,5%
O=C(O)c1ccc2c(c1)C(=O)N([C@]1(C(=O)O)C[C@H]1c1ccccc1)C2=O,/,/,-3,/,/,/,4%,-5%,-2%,10%
CCOc1ccc(C(=O)Nc2nnn(CC)n2)cc1,9,6%,7,6,?,5,5%,-5%,1%,3%
Nc1nc(-c2ccccc2)c(N=Nc2cccnc2)s1,17,4%,-13,3,6%,-3,-27%,0%,-7%,-19%
CN(C)CC(C)(C)CNc1ccc(S(=O)(=O)N2CCCC2)cn1,6,4%[46.1 µM],4,9,22%,/,7%,/,1%,-3%
Cc1ccc(NS(=O)(=O)c2sc3ccc(Cl)cc3c2C)cc1,2,0%,7,4,0%,-3,-16%,6%,-20%,3%
O=C(OCCCN=C1NS(=O)(=O)c2ccccc21)C1CC(=O)N(c2ccc(Cl)cc2)C1 (stereo not drawn),-10,2%[46.1 µM],-7,1,0%,-4,-12%,-2%,1%,3%
